RGS4 block: RGS4 inhibitors, primary screen, cell-based, HEK293 M3R inducible RGS4, calcium flux; B-score at 10 µM; Fluo-4 calcium flux; hits give high values; triggered by carbachol at its EC20; AID 463165, 2010; hit rate 0.45% among 310,000;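 active = B-score, a plate-corrected calcium signal, over three deviations above library mean, with baseline fluorescence within five deviations of library mean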;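 also: RGS4 expression induced by doxycycline in cells with stable M3 receptor; B-score is computed from the integrated fluorescence ratio over baseline after carbachol; higher B-score means a larger calcium signal and so more RGS4 inhibition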
KCNQ1 block: inhibitors of human KCNQ1 channel, primary screen, cell-based, thallium flux, high-throughput. hit rate 1.3% among 310,000. Potassium voltage-gated channel subfamily KQT member 1 (Homo sapiens), P51787. CHO-K1 KCNQ1, FluxOR thallium flux fluorescence; hits give high values. B-score at 10 µM. AID 2642, 2010;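 active = compounds whose thallium flux B-score, printed positive for inhibition, exceeds three library SD while starting fluorescence stays within three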;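 also: channel opened by potassium depolarization with thallium stimulus after 20 min compound exposure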
RGS4 act: RGS4 potentiators or activators, primary screen, cell-based, HEK293 M3R inducible RGS4, calcium flux; carbachol calcium flux Fluo4; hits give low values; B-score at 10 µM; hit rate 0.92% among 310,000; AID 463111, 2010;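 active = B-score of the integrated calcium signal more than 4 SD below the library mean, with starting fluorescence not abnormally high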;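 also: negative B-score means reduced calcium response which marks RGS4 activation or potentiation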
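Material: Inducible-RGS4 HEK293 cells carrying M3 receptor; also added: carbachol at ECmax as muscarinic agonist stimulus; incubation: compound preincubation 20 min at room temperature before agonist; signal: Fluo4-AM (2 µM) calcium-flux fluorescence, kinetic read; measure: integrated calcium ratio converted to B score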
TMEM16A inh: TMEM16A chloride channel inhibitors, primary screen, cell-based, HTS. Anoctamin-1 (Mus musculus), Q8BHY3. HEK293 TMEM16A/YFP iodide influx fluorescence, ionomycin. normalized B-score (activity score, 25-100; higher = stronger inhibition) at 10 µM. hit rate 1.2% among 310,000. AID 588511, 2011;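 active = ratio plate-corrected score three or more library SD toward inhibition, starting fluorescence score within five deviations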;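 also: score derived from kinetic fluorescence span divided by baseline fluorescence per well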
hERG protect: hERG rescue from dofetilide block, primary screen, cell-based, CHO-hERG, FluxOR thallium flux, dofetilide IC70. Voltage-gated inwardly rectifying potassium channel KCNH2 (Homo sapiens), Q12809. dofetilide IC70 present. activation (rescue from dofetilide block), less the hit threshold, % at 10 µM. hit rate 0.51% among 310,000;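 active = activation above the mean of controls blocked by dofetilide plus 5 SD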;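 also: thallium influx through hERG after potassium depolarization seen as dye fluorescence rise; in these data hits start at about 4.7%; inactives centre near -7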
Target sequence (Q12809 whole entry, looked up): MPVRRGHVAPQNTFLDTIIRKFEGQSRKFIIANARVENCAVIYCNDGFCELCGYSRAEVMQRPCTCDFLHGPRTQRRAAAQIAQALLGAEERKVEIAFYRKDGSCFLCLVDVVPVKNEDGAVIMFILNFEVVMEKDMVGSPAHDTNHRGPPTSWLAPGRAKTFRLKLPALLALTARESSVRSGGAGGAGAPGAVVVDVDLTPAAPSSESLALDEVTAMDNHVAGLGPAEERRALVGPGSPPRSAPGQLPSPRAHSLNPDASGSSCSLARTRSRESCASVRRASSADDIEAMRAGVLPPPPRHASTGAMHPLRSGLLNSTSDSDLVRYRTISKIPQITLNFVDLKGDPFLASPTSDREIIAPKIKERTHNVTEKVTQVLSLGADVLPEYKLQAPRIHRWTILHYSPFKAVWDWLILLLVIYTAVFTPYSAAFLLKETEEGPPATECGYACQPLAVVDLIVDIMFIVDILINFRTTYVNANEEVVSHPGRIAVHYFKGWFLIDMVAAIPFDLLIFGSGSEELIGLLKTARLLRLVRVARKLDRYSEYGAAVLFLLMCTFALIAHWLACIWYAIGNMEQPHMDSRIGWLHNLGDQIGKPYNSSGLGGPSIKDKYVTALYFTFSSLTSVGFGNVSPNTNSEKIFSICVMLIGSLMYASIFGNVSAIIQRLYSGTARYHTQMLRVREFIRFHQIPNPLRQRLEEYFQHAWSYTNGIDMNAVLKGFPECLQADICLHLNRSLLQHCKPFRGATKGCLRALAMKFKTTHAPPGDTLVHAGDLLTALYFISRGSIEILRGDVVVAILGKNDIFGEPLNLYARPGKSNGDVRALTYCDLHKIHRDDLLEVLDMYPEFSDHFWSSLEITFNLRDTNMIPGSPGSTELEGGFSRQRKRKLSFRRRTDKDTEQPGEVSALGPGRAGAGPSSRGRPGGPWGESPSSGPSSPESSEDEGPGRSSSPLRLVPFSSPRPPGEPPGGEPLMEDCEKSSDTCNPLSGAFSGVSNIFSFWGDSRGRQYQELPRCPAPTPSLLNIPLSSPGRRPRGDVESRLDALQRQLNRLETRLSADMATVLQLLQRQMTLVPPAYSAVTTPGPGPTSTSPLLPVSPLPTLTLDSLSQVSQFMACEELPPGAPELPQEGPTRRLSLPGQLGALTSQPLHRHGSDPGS
KCNQ1 pot: potentiators or activators of KCNQ1 channel, primary screen, cell-based, thallium flux, high-throughput; CHO-K1 KCNQ1, thallium flux FluxOR fluorescence; hits give high values; hit rate 0.35% among 310,000; Potassium voltage-gated channel subfamily KQT member 1 (Homo sapiens), P51787; B-score at 10 µM;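 active = fluorescence ratio B-score, a plate-corrected score, at least three library SD, with initial intensity B-score within 5 SD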
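Medium – assay buffer, equal DMSO in all wells · Material – CHO-K1 cell line with stable KCNQ1 potassium channel expression · Signal – kinetic FluxOR thallium fluorescence, 10-s 1-Hz baseline, 110-s post-stimulus read · Compound – single concentration per compound, DMSO matched to controls · Schedule – 37 °C overnight plating, 90-min dark dye load, 20-min compound pretreatment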
ANO1 activ: TMEM16A chloride channel activators or potentiators, primary screen, cell-based, HTS; hit rate 0.3% among 340,000; B-score at 10 µM; HEK293 TMEM16A/YFP-H148Q/I152L, iodide quench fluorescence; hits give low values; Anoctamin-1 (Mus musculus), Q8BHY3;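 active = fluorescence-ratio B-score plate-corrected deviation score at least 3 library SD below zero, with starting fluorescence score within 5 deviations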;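 also: channel opened by trigger with iodide after compound preincubation; score built on the fluorescence ratio of max minus min over baseline; more negative score means more quench and so TMEM16A activation or potentiation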
SKKanGAS inh: S. pyogenes SKKanGAS growth inhibitors in kanamycin, primary screen, streptokinase expression inhibitor project, SKKanGAS strain, BacTiter-Glo luminescence; 6 h; inhibition, % at 7.5 µM; hit rate 1.3% among 300,000;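 active = mean replicate score, as percent of positive control median, at least 50; inconclusive = mean below 50 but one replicate at or above 50; inactive = mean and every replicate below 50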;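 also: strain carries kanamycin resistance gene driven by streptokinase promoter and grows in 40 µg/ml kanamycin; loss of luminescence reflects streptokinase promoter inhibition or plain growth inhibition; 0% = median of DMSO wells and 100% = positive control at its reference dose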
HDAC3 inhib: HDAC3 deacetylase inhibitors, primary screen, biochemical, fluorescence, cell-free homogeneous; Histone deacetylase 3 (Homo sapiens), O15379; recombinant HDAC3, fluorogenic peptide/trypsin coupled; inhibition, % at 8.3 µM; hit rate 0.15% among 320,000; in the data active = inhibition above about 26%, passing the limit was not always enough; inconclusive = no clear call, values can overlap the other calls
KCNK3 inh: human KCNK3 channel inhibitors, primary screen, CHO cells, FluxOR thallium flux, B-score; Potassium channel subfamily K member 3 (Homo sapiens), O14649; FluxOR fluorescence; hits give low values; B-score at 10 µM; hit rate 0.84% among 340,000; AID 602410, 2012;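 active = B-score under library mean minus 4 SD, starting fluorescence ratio at most library mean plus 5 SD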;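 also: more negative B-score means stronger inhibition of thallium flux through KCNK3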
KCNK9 block: KCNK9 potassium channel inhibitors, primary screen, HEK293 cells, thallium flux; Potassium channel subfamily K member 9 (Homo sapiens), Q9NPC2; FluxOR thallium flux fluorescence; hits give low values; B-score at 10 µM; hit rate 1.2% among 310,000;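 active = ratio B-score over 3 SD below the library mean, with starting fluorescence within 5 SD of its mean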;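 also: negative B-score means less thallium flux so channel inhibition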
Numbers without * were called inactive; i = inactive; ? = inconclusive; . = no result given. Rows were taken by chance, and some 6.3% of all compounds hit somewhere here.

No.	Compound	SKKanGAS inh	hERG protect	ANO1 activ	KCNQ1 block	KCNK3 inh	RGS4 act	HDAC3 inhib	KCNQ1 pot	KCNK9 block	TMEM16A inh	RGS4 block
1	CCC1=C(OC(=O)N(CC)CC)N2C(=O)OC(=NCCc3c[nH]c4ccccc34)[C@]2(Cc2ccccc2)[C@H]2C1=CC[C@H]1C(=O)N(CC)C(=O)[C@H]12	7	-11	i	i	i	i	7	i	-6.8*	i	i
2	COCCCN1C(=O)C(=O)/C(=C(/O)c2ccc(S(=O)(=O)N3CCCCC3)cc2)C1c1ccc(O)c(OC)c1 (stereo not drawn)	-5	-3	i	i	i	i	?	i	i	i	i
3	COc1ccc(CC(=O)OC(C)C(=O)c2ccc(C)cc2)cc1 (stereo not drawn)	-1	-12	i	i	i	i	-4	i	i	i	i
4	CN(C)N1C(=O)/C(=C/c2ccco2)SC1=Nc1ccccc1	6	-2	i	i	i	i	-1	i	i	i	i
5	N#Cc1ccc(CSc2nnc3ccccn23)cc1	-7	-10	i	i	i	i	-10	i	i	i	i
6	CCOC(=O)c1[nH]c(C)c(C(=O)OCC(=O)N2CC(=O)Nc3ccccc32)c1C	-2	-9	i	i	i	i	4	i	i	i	i
7	Cc1ccccc1NC(=O)CCNS(=O)(=O)c1cccc2nsnc12	-2	-6	i	i	i	i	2	i	i	i	i
8	CN(CCNC(=O)c1cn(C)c2ccc(S(=O)(=O)N3CCCC3)cc2c1=O)CCc1ccccc1	2	-6	i	i	i	i	-6	i	i	i	i
9	CN(C)S(=O)(=O)c1ccc(C(=O)OCc2ccc(C#N)cc2)cc1	-4	1	i	i	i	i	-4	i	i	i	i
10	CC(=O)N(c1cccc(Cl)c1)c1nc(C)cc(C)c1C#N	0	-15	i	i	i	i	-1	i	i	i	i
11	COc1ccc(C(=O)NCCNc2nc3c(C)cccc3cc2C#N)cc1OC	-8	-16	i	i	i	i	-12	i	i	i	i
12	O=C(NCc1cccnc1)c1sc2cc(Cl)ccc2c1Cl	-12	-9	i	i	i	i	4	i	i	i	i
13	CCC12CSc3nc(Cl)ccc3N1C(=O)C(=O)N2C (stereo not drawn)	1	-4	i	i	i	i	.	i	i	.	i
14	CC(=O)OCC(=O)c1ccc2ccn(C(C)=O)c2c1	0	-6	i	i	i	i	-7	i	i	i	i
15	COc1ccccc1-c1ccc(=O)n(CC(=O)NC2CCc3ccccc32)n1 (stereo not drawn)	-7	-12	i	i	i	i	1	i	i	i	i
16	CCOc1ccc(CCNC(=O)CN2CCN(Cc3ccccc3F)C2=O)cc1OCC	-20	-8	i	i	i	i	3	i	i	i	i
17	CCOC(=O)c1ccc(NC(=S)NCCCN2CCCCC2)cc1	-10	-11	i	i	i	i	0	i	i	i	i
18	CCn1c(SC)nnc1C1CCCN(CC(=O)Nc2ccccc2N2CCOCC2)C1 (stereo not drawn)	1	-2	i	i	i	i	1	i	i	i	i
19	CN(C)S(=O)(=O)c1cccc(C(=O)OCC(=O)c2c(N)n(C)c(=O)n(C)c2=O)c1	-4	-8	i	i	i	i	-6	i	i	i	i
20	Cc1ccc(C(=O)ONc2ccc(N=NC(=O)c3ccccc3O)cc2)cc1	11	-19	i	i	i	i	0	i	i	i	i
21	CC1CN(C)C(C)CC1NCc1ccc2c(c1)OCO2 (stereo not drawn)	-3	-4	i	i	i	i	2	i	i	i	i
22	Cc1ccccc1S(=O)(=O)Cc1ccc(C(=O)NC(C)c2ccccc2)o1 (stereo not drawn)	3	-3	i	i	i	i	-3	i	i	i	i
23	CC1Cc2ccccc2N1C(=O)/C=C/c1cccc(F)c1 (stereo not drawn)	7	-19	i	i	i	i	6	i	i	i	i
24	O=S(=O)(c1ccccc1C(F)(F)F)N1C=CC(C(F)(F)F)=NCC1	-1	-11	i	i	i	i	.	i	i	.	i
25	CCOC(=O)C1CCCN(S(=O)(=O)c2ccc(S(=O)(=O)N3CCCC3)cc2)C1 (stereo not drawn)	-4	-19	i	i	i	i	-3	i	i	i	i
26	CCCCCCn1c(N2CCN(c3cccc(Cl)c3)CC2)nc2c1c(=O)[nH]c(=O)n2C	23	-3	i	i	i	i	1	i	-7.6*	i	i
27	COc1ccc(-n2c(SCC(=O)Nc3nc(C)cs3)nnc2-c2ccoc2C)cc1	-1	-20	i	i	i	i	2	i	i	i	i
28	COC(=O)c1ccc(C)c(NC(=O)CN(c2ccccc2)S(=O)(=O)N(C)C)c1	-11	-1	i	i	i	i	3	i	i	i	i
29	CS(=O)(=O)N(CC(=O)Nc1ccccc1-c1ccccc1)c1ccccc1	4	-8	i	i	i	i	4	i	i	i	i
30	CC(=O)N1CCc2cc(S(=O)(=O)CCC(=O)N(C)Cc3ccco3)ccc21	-5	-6	i	i	i	i	-4	i	i	i	i
31	O=C(Nc1ccccc1O)N1c2ccccc2Sc2ccccc21	9	-19	i	i	-10*	i	-2	i	i	i	i
32	COc1cccc2cc(C(=O)NNC(=O)c3ccc(Br)cc3)c(=O)oc12	8	-13	i	i	i	i	-6	i	i	i	i
33	COc1ccc(OC)c(N=c2oc3c(OC)cccc3cc2C(=O)NCc2ccco2)c1	19	-9	i	i	i	i	2	i	i	i	i
34	CCOC(=O)c1c(C)[nH]c(C(=O)N2CCN(C(=O)OCC)CC2)c1C	1	-7	i	i	i	i	-4	i	i	i	i
35	Cc1c(NC(=O)C(C)OC(=O)c2nc(Cl)ccc2Cl)c(=O)n(-c2ccccc2)n1C (stereo not drawn)	6	-11	i	i	i	i	-1	i	i	i	i
36	Cc1cc(NC(=O)Cn2nc(C)c([N+](=O)[O-])c2C)no1	-17	-14	i	i	i	i	-10	i	i	i	i
37	O=C1CC(=C(c2ccccc2)c2ccccc2)C(=O)N1CCCCN1CCN(c2ccccc2)CC1	-3	-23	i	i	i	i	-1	i	i	i	i
38	CCCN1CCN(CCCNC(=O)Cn2ncc3c4ccccc4n(C)c3c2=O)CC1	7	1	i	i	i	i	-8	i	i	i	i
39	COc1ccc(C2=NS(=O)(=O)N(C)C(C(=O)NCc3ccc4c(c3)OCO4)=C2)cc1OC	0	-12	i	i	i	i	1	i	i	i	i
40	O=[N+]([O-])c1ccc(Oc2cccc(C(F)(F)F)c2)nc1	10	-6	i	i	i	i	4	i	i	i	i
41	C#CCOCCOCCOCCNc1nc(N2CCOCC2)nc(N2CCN(C(=O)[C@H](Cc3cc4ccccc4[nH]3)n3cc([C@@H](N)C(C)CC)nn3)CC2)n1 (stereo partly drawn)	4	-8	i	i	i	i	15	i	i	i	i
42	CC(NC(=O)C1CCCO1)c1ccccc1 (stereo not drawn)	-4	-9	i	i	i	i	1	i	i	i	i
43	COc1ccc(Nc2nc(N)c(C(=O)c3ccc(F)cc3)s2)cc1	3	-4	i	i	i	i	8	i	i	i	i
44	O=C(COC(=O)c1ccccc1[N+](=O)[O-])NC(=O)c1ccccc1	6	-13	i	i	i	i	.	i	i	i	i
45	COc1ccc(OC)c(S(=O)(=O)n2ccnc2C(C)C)c1	-4	-6	i	i	i	i	-7	i	i	i	i
46	N#Cc1c(Nc2ccccc2)sc(C(=O)C2CC2)c1N	-6	-11	i	i	i	i	-4	i	i	i	i
47	CCOC(=O)CC1Sc2ccccc2NC1=S (stereo not drawn)	-12	-11	i	i	i	i	4	i	i	i	i
48	Cc1ccccc1NC(=O)c1ccccc1N(C)S(=O)(=O)c1ccccc1	-20	-13	i	i	i	i	-11	i	i	i	i
49	CCO[C@H]1OC(C(=O)N2CCN(C)CC2)=C[C@@H](C)[C@@H]1CCCO	2	-6	i	i	i	i	7	i	i	i	i
50	CC1(C)Cc2c(sc3nc4n(-c5ccccc5)c(=O)c(CCC(=O)O)nn4c(=O)c23)CO1	1	-12	i	i	i	i	2	i	i	i	i
51	COc1ccc(OCC(O)COc2ccc(OC)cc2)cc1	-14	-6	i	i	i	i	4	i	i	i	i
52	CCOC(=O)c1ccc(NC(=S)N(CCN(C)C)Cc2cccs2)cc1	2	-13	i	i	i	i	2	i	i	i	i
53	COc1ccc(-c2[nH]ncc2C2N=C(N)Nc3nc4ccccc4n32)cc1 (stereo not drawn)	11	-4	i	i	i	i	-5	i	i	i	i
54	CCOc1ccc(N(C)C(=O)CCc2nnc3ccc(N4CCCC4)nn23)cc1	1	-8	i	i	i	i	-6	i	i	i	i
55	COC(=O)C1=C(C)NC(=O)CC1c1ccccc1F (stereo not drawn)	13	-8	i	i	i	i	-2	i	i	i	i
56	COC(=O)c1cccc(NC2CC(=O)N(c3ccc(OC)c(OC)c3)C2=O)c1 (stereo not drawn)	-6	-13	i	i	i	i	3	i	i	i	i
57	Nc1ccccc1SC1CC(=O)N(c2ccc3c(c2)OCO3)C1=O (stereo not drawn)	-1	-5	i	i	i	i	21	i	i	i	i
58	Cc1cc(OC(=O)c2ccc(C(C)(C)C)cc2)c([N+](=O)[O-])c(=O)[nH]1	-5	-6	i	i	i	i	1	i	i	i	i
